From PubChem BioAssay
Avidin fluor: avidin bead compound fluorescence profile | Avidin beads, compound fluorescence 488/530 nm, flow cytometry; hits give high values | fluorescence (KMESF) at 10 µM | 220,000 tested, 0.38% active | AID 1775; in the data active means fluorescence above about 47; further: inactives centre near 10
Rac1 act GTP bind: alters GTP binding to activated mutant human Rac1. P63000. GST-Rac1 activated beads, fluorescent GTP binding, flow cytometry; actives lie on both sides; 100% means binding = to untreated wells. percent activity (GTP binding), % at 10 µM. 190,000 tested, 0.11% active;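 active means GTP binding at least 20 percentage points away from the 100% baseline, in either direction, so actives lie on both sides; inconclusive means Compound likely fluorescent itself, or too few beads counted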
Rac1 wt GTP bind: alters GTP binding to wildtype human Rac1; P63000; GST-Rac1 beads, fluorescent GTP binding, flow cytometry; actives lie on both sides; 0 = cold GTP competed, 100 = untreated; GTP binding activity (% of control), % at 10 µM; 190,000 tested, 0.27% active; AID 757;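 active means GTP binding activity at least 20 points away from the 100% control level, either lower or higher; inconclusive means compound flagged as likely green fluorescent, judged across all proteins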
Mcl1 Bid PPI: Mcl-1/Bid interaction inhibition; inhibition, % at 21.7 µM; TR-FRET Mcl-1/Bid-Dy647 peptide binding, 1536-well; AID 1021; Q07820; 220,000 tested, 0.97% active;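 active means compounds that cut the binding signal by more than half at the single screening dose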;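 further: His-tagged Mcl-1 with europium anti-His antibody binding Bid BH3 peptide; 0% = Mcl-1 plus peptide wells and 100% = peptide-only wells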
Target sequence (Q07820 whole entry, looked up): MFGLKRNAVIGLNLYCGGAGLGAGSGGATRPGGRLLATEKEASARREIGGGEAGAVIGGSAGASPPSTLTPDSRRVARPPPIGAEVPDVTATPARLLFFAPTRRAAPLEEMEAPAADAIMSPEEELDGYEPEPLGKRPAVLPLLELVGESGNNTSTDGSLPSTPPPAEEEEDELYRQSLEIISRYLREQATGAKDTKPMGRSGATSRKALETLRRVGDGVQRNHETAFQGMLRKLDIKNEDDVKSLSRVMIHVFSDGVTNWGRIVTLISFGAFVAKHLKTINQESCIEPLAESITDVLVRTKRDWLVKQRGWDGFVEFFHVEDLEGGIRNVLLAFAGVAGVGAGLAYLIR
Cdc42 wt: human Cdc42 wildtype GTP binding change, either direction; GST-Cdc42 beads, Bodipy-GTP binding, flow cytometry; actives lie on both sides; percent activity (GTP binding), % at 10 µM; 190,000 tested, 0.2% active; AID 761;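 active means percent activity GTP binding at least 20 points away from the 100% baseline, either down as inhibitor or up as activator; inconclusive means compound flagged as likely green fluorescent from well-wide comparison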;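 further: median bead fluorescence of bound Bodipy-FL-GTP at 100 nM; 0% = excess unlabeled GTP control and 100% = no compound control; below 100% means less GTP binding so inhibitor and above means activator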
Target sequence (P60953 whole entry, looked up): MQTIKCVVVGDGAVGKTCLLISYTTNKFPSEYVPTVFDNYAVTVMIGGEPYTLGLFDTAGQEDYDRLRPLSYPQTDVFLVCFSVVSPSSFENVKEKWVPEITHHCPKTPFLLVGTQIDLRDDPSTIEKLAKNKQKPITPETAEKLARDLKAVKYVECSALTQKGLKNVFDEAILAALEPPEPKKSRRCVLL
Rab7 wt modul: dog Rab7 wildtype GTP binding, inhibitors and activators; GST-Rab7 beads, fluorescent GTP binding, flow cytometry; actives lie on both sides; untreated = 100%, excess cold GTP = 0%; GTP binding activity (percent of control), % at 10 µM; 190,000 tested, 0.055% active; AID 758;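 active means fluorescent GTP binding to Rab7 beads changed by at least 20 points from the 100% baseline, either direction, mostly lower; inconclusive means compound itself probably fluorescent, or too few beads counted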;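 further: median green fluorescence of bound Bodipy-FL-GTP per Rab7 bead population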
Rab2 wt GTP: changes GTP binding to wildtype dog Rab2A, up or down. P61105. GST-Rab2 wt beads, Bodipy-GTP binding, flow cytometry. GTP binding activity, % at 10 µM. 190,000 tested, 0.19% active. AID 760;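 active means GTP binding activity at least 20 points away from 100%, either lowered or raised; inconclusive means signal likely due to the compound's own green fluorescence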;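 further: 0% = beads with excess unlabeled GTP and 100% = no-compound control corrected for plate trend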
Mcl1-Noxa inh: Mcl-1/Noxa interaction inhibition; Q07820; TR-FRET Mcl-1/Noxa peptide binding, 2 h; inhibition, % at 21.7 µM; 220,000 tested, 1.5% active; AID 1022;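 active means compounds that cut the protein-peptide binding signal by more than 50% relative to plate controls in a single-dose test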;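 further: His-tagged Mcl-1 with rhodamine Noxa BH3 peptide and terbium anti-His antibody; 0% = Mcl-1 plus Noxa peptide wells and 100% = peptide-only wells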
Pf gametocyte: inhibitors of late stage P. falciparum gametocyte viability. P. falciparum stage V gametocytes, ATP luminescence, 24 h. inhibition, % at 10.9 µM. 150,000 tested, 0.065% active. AID 743093;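 active means inhibition above the mean plus 3 SD of compounds within the control limits, set per campaign, cut at about 38% in these data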;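 further: 0% = DMSO wells and 100% = medium only without gametocytes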
Bim-Mcl-1: inhibitors of Bim-Mcl-1 interaction, human | Bead-based flow cytometry, Bim peptide-Mcl-1 binding | inhibition, % at 10 µM | 190,000 tested, 0.1% active | Q07820; in the data active means inhibition above about 40%;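 further: 0% = no compound tracer wells and 100% = peptide blocker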
HRas wt GTP bind: changes GTP binding to wildtype human HRas; P01112; GST-Ras wt beads, Bodipy-FL-GTP binding, flow cytometry; actives lie on both sides; GTP binding activity, % at 10 µM; 190,000 tested, 0.14% active; AID 759;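 active means GTP binding activity at least 20% away from the 100% baseline, either lowered as inhibitor or raised as activator; inconclusive means flagged as likely green fluorescent, judged across all proteins in the well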;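 further: 0% = unlabeled GTP competition control and 100% = no-compound control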
Target sequence (P01112 whole entry, looked up): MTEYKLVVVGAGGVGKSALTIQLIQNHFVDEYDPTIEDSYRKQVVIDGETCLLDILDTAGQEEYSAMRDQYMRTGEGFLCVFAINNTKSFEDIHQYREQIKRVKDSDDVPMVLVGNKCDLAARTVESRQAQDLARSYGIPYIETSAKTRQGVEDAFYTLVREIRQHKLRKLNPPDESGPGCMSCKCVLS
Active calls of the source: *; ? = inconclusive; . = not tested or not shown.

SMILES	Avidin fluor	Rac1 act GTP bind	Rac1 wt GTP bind	Mcl1 Bid PPI	Cdc42 wt	Rab7 wt modul	Rab2 wt GTP	Mcl1-Noxa inh	Pf gametocyte	Bim-Mcl-1	HRas wt GTP bind
Cc1ccc(Cn2c(O)c(N=NC(=S)Nc3ccccc3F)c3ccccc32)cc1	7	92	93	-59	93	103	95	-28	.	-4	95
O=C(CN1CCN(c2ccccc2)CC1)Nc1ccccc1C(F)(F)F	15	97	101	-23	97	101	99	5	16	-7	96
Cc1cc(C)nc(N(C#N)CN2C(=O)c3ccccc3S2(=O)=O)n1	12	101	104	-20	103	101	103	-14	12	5	102
Cc1csc(Nc2ccc(Cl)cc2)n1	10	95	98	-16	101	99	98	5	10	-1	95
Nc1nc(CSc2nc3ccccc3s2)nc(Nc2ccccc2)n1	4	97	102	14	101	103	100	73*	.	-5	101
Cc1ccc(S(=O)(=O)NN2C(=O)c3ccccc3NC2C)cc1 (centres undefined)	3	102	106	-16	102	100	100	6	-4	0	102
O=c1c2c(nc3nc(NCc4ccccc4Cl)[nH]n13)CCC2	26	89	94	-18	89	95	91	-1	-29	-1	92
O=C(Nc1ccccn1)c1c(O)c2cccc3c2n(c1=O)CCC3	21	98	103	-27	101	96	99	10	.	0	100
Cc1ccc(Cn2ccsc2=NC(=O)CCl)cc1	11	95	102	-1	100	105	100	7	22	-3	98
Cc1ncoc1C(=O)Nc1cccc(Cl)c1	5	98	100	-29	100	101	98	4	.	-2	100
CCN1C(=O)c2cccc3c(S(=O)(=O)Nc4ccccc4)ccc1c23	10	100	105	6	101	103	104	15	.	-2	103
CCOC(=O)N1CCC(N2CCN(C3CCCC3)C(CCO)C2)CC1 (centres undefined)	3	95	98	-9	100	106	102	7	-5	-1	100
Cc1c(C(=O)C(=O)NCCc2ccc(S(N)(=O)=O)cc2)c2ccccc2n1C	2	100	103	-13	101	100	100	-1	18	0	102
Cc1cc(C(=O)Cn2nnc(-c3ccc(Cl)cc3)n2)c(C)n1-c1ccccc1	1	81	83	-7	81	93	83	18	-5	-5	87
Cc1c(NC(=O)C(C)OC(=O)CCC2CCCC2)c(=O)n(-c2ccccc2)n1C (centres undefined)	23	95	98	-10	98	108	102	8	12	-5	99
CO/N=C/NC(=O)C1=NOC(CNc2ncc(C(F)(F)F)cc2Cl)C1 (centres undefined)	12	97	102	4	102	109	102	8	.	5	100
COC(=O)c1ccc(CSc2ccccc2C)o1	22	98	101	-28	103	96	97	3	21	-2	100
CNCC(O)COc1ccccc1 (centres undefined)	11	98	103	-30	100	101	101	19	8	-3	100
CC(C)(O)[C@@H]1Cc2c(ccc3ccc(=O)oc23)O1	10	99	106	2	106	97	100	7	.	-1	100
COC(CC(=O)NNC(=S)Nc1ccccc1)OC	9	98	103	-34	96	100	102	-2	-1	-2	98
COc1ccc(N2CCN(C(=O)C3Cc4ccccc4CN3C(=O)c3ccccc3)CC2)cc1 (centres undefined)	7	94	91	-48	93	95	97	21	-17	-3	94
CN(C(=O)COC(=O)c1ccc2[nH]c3c(c2c1)CCCC3)C1CCS(=O)(=O)C1 (centres undefined)	27	95	96	-28	97	100	98	-5	.	-1	96
CNc1nc(Oc2ccc(=O)n(C)n2)nc(N2CCOCC2)n1	11	99	103	-13	101	98	101	6	.	-4	99
CCOC(=O)c1[nH]c2ccc(F)cc2c1NC(=O)CN1CCc2cc(OC)c(OC)cc2C1	11	94	95	-11	96	96	93	3	.	-1	95
COc1ccc(OC2OC3COC(c4ccco4)OC3C(O)C2NC(C)=O)cc1 (centres undefined)	6	99	104	-2	101	100	98	1	-11	0	101
Cc1cc(C)c(NC(=O)CS(=O)CC(=O)N2CCN(c3ccccc3)CC2)c(C)c1 (centres undefined)	16	100	103	-54	102	99	103	26	.	0	103
Cc1cc(=O)n2c3ccccc3n(CC(O)CN3CCCC3)c2c1C#N (centres undefined)	32	?	?	27	?	?	?	20	.	2	?
COc1ccc(-c2ccc(CCC(=O)O)n2C(C)C)cc1	34	98	101	-50	101	101	99	28	.	-1	100
COc1ccccc1OCCC(=O)OCC(=O)Nc1cccc(Br)c1	11	100	102	-5	104	100	99	19	6	-2	102
CC(C)CC(c1nnnn1Cc1ccccc1)N1CCC(C(N)=O)CC1 (centres undefined)	6	100	107	-14	104	104	100	7	.	-1	103
COCCNC(=O)COc1ccccc1Cl	17	99	103	-6	101	102	101	-18	.	-3	102
O=C(Nc1ccc(F)cc1)c1c(Cl)nc2ccccn12	10	94	95	-31	95	94	95	-3	-1	0	95
CC(C)c1ccccc1NS(C)(=O)=O	11	96	101	-30	97	104	99	-11	.	0	103
O=C(NCc1ccco1)c1cc(C(=O)C2CCCCC2)c[nH]1	22	98	101	-13	99	96	98	9	-26	0	98
CCc1ccccc1NC(=O)COC(=O)C1CC(=O)N(c2ccc(F)cc2)C1 (centres undefined)	8	101	107	-33	104	99	102	6	15	0	102
Cc1ccc(NC(=O)CSc2ccccn2)cc1S(=O)(=O)N1CCOCC1	8	94	101	-23	96	94	98	9	.	-1	99
CCOC(=O)C1=C(c2ccccc2)N2CCS(=O)(=O)N=C2S1	11	98	107	-29	99	98	101	-12	.	0	101
N#CC(C(=O)NC1CCCCC1)c1nc2ccccc2nc1N1CCN(c2ccc(F)cc2)CC1 (centres undefined)	43	99	102	-1	103	101	100	-2	.	-2	101
O=C(Cc1ccccc1)NN1C(=O)c2ccccc2C1=O	6	95	102	6	100	93	98	20	-9	2	96
Cc1nc2ccccn2c1C(=O)NC1CCCC1	12	97	103	-16	97	99	96	-11	-11	5	96
COc1ccc(C)cc1-n1nnnc1SCc1cn2ccsc2n1	7	99	105	-27	99	103	100	-5	.	-3	100
Cc1n[nH]c(C)c1Cc1ccc(C(=O)O)cc1	38	100	104	-4	103	100	101	-6	.	-2	103
Cc1nn(-c2ccc(C(=O)OC(C)C)cc2)c(C)c1[N+](=O)[O-]	4	97	103	-28	99	98	98	34	.	0	100
Cn1cnnc1SCC(=O)OCN1C(=O)c2ccccc2C1=O	20	98	104	-1	104	99	99	-2	.	-2	101
Cc1cc(/C=C2/NC(=O)NC2=O)c(C)n1-c1ccc(N2CCOCC2)cc1	13	95	99	-19	96	103	96	15	.	2	98
Cc1ccc(NC(=O)CSc2nc(O)cc(=O)n2C)cc1	11	99	104	-53	110	101	106	7	.	-2	107
O=C(CCC(=O)Nc1ccccc1)NNS(=O)(=O)c1ccccc1[N+](=O)[O-]	7	95	93	-13	93	103	96	11	.	0	95
Cc1ccc(-n2c(C)cc(C(=O)CN3CCOCC3)c2C)cc1	12	97	104	-42	100	102	97	0	.	-1	96
CCOc1ccc(OCc2ccc(C(=O)N3CCCC(C)C3)cc2)cc1 (centres undefined)	12	94	97	-18	98	96	94	8	.	0	93
O=C(CSC1=NC(=O)C(Cc2ccccc2)C(=O)N1)Nc1ncccn1 (centres undefined)	14	102	109	0	100	99	99	19	-14	-1	102
CCC(CC)NC(=O)CO/N=C/c1ccc(Cl)cc1Cl	10	95	97	-23	95	103	99	5	-7	2	100
Cc1nc2ccc(NC(=O)c3ccccc3)cc2s1	19	99	103	-20	99	96	102	14	9	1	99
COc1ccccc1N1CCN(S(=O)(=O)CC23CCC(CC2=O)C3(C)C)CC1 (centres undefined)	0	103	110	-14	106	104	105	5	.	-2	103
CC(C)(C)C(=O)CSc1nc2ncc(Br)cc2[nH]1	10	95	95	-19	94	95	94	11	-5	1	98
COc1ccccc1CNc1nc2nc(C)c(Cl)c(=O)n2[nH]1	5	95	98	-5	97	97	95	14	-15	0	96
Cc1nnc(SCC(=O)N2CCc3ccccc32)s1	15	100	105	1	104	103	101	-9	.	-2	103
Cc1ccc(NP(=O)(Nc2ccc(C)cc2)Nc2ccc(C)cc2)cc1	8	97	99	0	98	94	97	-9	.	-3	95
COc1ccc2cc(C(c3nnnn3C3CCCC3)N3CCCCCC3)c3nnnn3c2c1 (centres undefined)	6	100	107	-5	98	100	96	-3	.	-1	99
CCCCCNc1nc(-c2ccccc2)nc(-n2ccnc2)n1	19	100	106	8	102	99	104	24	13	-2	103
COc1ccc(C=C(c2ccc(OC)cc2)c2ccc(OC)cc2)cc1	11	100	106	13	103	103	102	1	.	-2	104

(cont.)
SMILES	Avidin fluor	Rac1 act GTP bind	Rac1 wt GTP bind	Mcl1 Bid PPI	Cdc42 wt	Rab7 wt modul	Rab2 wt GTP	Mcl1-Noxa inh	Pf gametocyte	Bim-Mcl-1	HRas wt GTP bind
C#CC(CC)(CC)NC(=O)Nc1ccccc1C(=O)OC	7	94	103	-34	95	110	100	-3	-2	0	98
CCCCCCCC1(C)NC(=O)N(CC(=O)Nc2cc(C)on2)C1=O (centres undefined)	12	92	99	1	96	104	96	-4	.	-1	98
CC1=C(C(=O)N2CCOCC2)C(c2ccc(Br)cc2)NC(=S)N1c1ccccc1 (centres undefined)	10	98	102	-70	97	104	100	1	10	0	99
O=C1Nc2ccccc2OCc2c1cccc2[N+](=O)[O-]	9	95	96	-29	93	95	95	10	-35	-2	93
CC(=O)NC(Cc1ccc(O)cc1)C(=O)NN (centres undefined)	12	96	98	-17	98	107	98	13	-15	-2	100
CCOC(=O)c1sc(/N=C/Nc2nc(C)c(C(=O)OCC)s2)nc1C	54*	101	102	-4	101	102	101	11	.	0	102
C#CCOCCOCCOCCNc1nc(N2CCN(C(=O)[C@H]([C@@H](C)CC)n3cc([C@@H](N)CO)nn3)CC2)nc(N2CCN(C(=O)[C@H]([C@@H](C)CC)n3cc([C@@H](N)Cc4ccc(O)cc4)nn3)CC2)n1	0	98	101	41	99	97	98	30	.	-2	98
Nc1nc(CN2CCc3ccccc3C2)nc(Nc2ccccc2)n1	15	99	108	-15	105	100	100	15	.	0	102
COc1ccc2nc(COC(=O)c3ccco3)c(C(C)=O)[n+]([O-])c2c1	7	97	100	-22	99	96	98	5	-52	3	99
Oc1ccccc1C=NC1CCCCC1N=Cc1ccccc1O (centres undefined)	13	94	100	-30	101	106	101	13	-11	-2	100
Cc1ccccc1NC(=O)NCc1ccco1	17	98	101	-7	98	95	97	-8	.	5	96
O=C(CSc1nnc(SCc2ccccc2)s1)N/N=C/c1ccc(Cl)cc1Cl	9	97	104	17	101	93	99	29	3	-4	97
CCN(CC)C(=O)CCc1nc2sc3c(c2c(=O)[nH]1)CCCC3	25	100	105	7	102	98	100	8	4	0	102
